# KDM5B inhibitor: Primary screen for KDM5B Histone Demethylases FDH-coupled qHTS; Potency, µM (top dose mostly 57.7 µM), without a hit: at the highest dose activity change, negative = inhibition, usual class: inhibitors; 220,000 compounds, 2.6% hits; KDM5B demethylase, FDH-coupled NADH fluorescence (FDH is formaldehyde dehydrogenase); Lysine-specific demethylase 5B (Homo sapiens), Q9UGL1; AID 1347165, 2019; active = well fitted inhibition curve with a large enough effect; inconclusive = small, poorly fitted or top-dose-only effect; inactive = no such curve, though single readings can be large or run the other way; also: 0% is about no effect; nearly all actives have a fitted effect of over 70% in size
# Target sequence (Q9UGL1 whole entry, looked up): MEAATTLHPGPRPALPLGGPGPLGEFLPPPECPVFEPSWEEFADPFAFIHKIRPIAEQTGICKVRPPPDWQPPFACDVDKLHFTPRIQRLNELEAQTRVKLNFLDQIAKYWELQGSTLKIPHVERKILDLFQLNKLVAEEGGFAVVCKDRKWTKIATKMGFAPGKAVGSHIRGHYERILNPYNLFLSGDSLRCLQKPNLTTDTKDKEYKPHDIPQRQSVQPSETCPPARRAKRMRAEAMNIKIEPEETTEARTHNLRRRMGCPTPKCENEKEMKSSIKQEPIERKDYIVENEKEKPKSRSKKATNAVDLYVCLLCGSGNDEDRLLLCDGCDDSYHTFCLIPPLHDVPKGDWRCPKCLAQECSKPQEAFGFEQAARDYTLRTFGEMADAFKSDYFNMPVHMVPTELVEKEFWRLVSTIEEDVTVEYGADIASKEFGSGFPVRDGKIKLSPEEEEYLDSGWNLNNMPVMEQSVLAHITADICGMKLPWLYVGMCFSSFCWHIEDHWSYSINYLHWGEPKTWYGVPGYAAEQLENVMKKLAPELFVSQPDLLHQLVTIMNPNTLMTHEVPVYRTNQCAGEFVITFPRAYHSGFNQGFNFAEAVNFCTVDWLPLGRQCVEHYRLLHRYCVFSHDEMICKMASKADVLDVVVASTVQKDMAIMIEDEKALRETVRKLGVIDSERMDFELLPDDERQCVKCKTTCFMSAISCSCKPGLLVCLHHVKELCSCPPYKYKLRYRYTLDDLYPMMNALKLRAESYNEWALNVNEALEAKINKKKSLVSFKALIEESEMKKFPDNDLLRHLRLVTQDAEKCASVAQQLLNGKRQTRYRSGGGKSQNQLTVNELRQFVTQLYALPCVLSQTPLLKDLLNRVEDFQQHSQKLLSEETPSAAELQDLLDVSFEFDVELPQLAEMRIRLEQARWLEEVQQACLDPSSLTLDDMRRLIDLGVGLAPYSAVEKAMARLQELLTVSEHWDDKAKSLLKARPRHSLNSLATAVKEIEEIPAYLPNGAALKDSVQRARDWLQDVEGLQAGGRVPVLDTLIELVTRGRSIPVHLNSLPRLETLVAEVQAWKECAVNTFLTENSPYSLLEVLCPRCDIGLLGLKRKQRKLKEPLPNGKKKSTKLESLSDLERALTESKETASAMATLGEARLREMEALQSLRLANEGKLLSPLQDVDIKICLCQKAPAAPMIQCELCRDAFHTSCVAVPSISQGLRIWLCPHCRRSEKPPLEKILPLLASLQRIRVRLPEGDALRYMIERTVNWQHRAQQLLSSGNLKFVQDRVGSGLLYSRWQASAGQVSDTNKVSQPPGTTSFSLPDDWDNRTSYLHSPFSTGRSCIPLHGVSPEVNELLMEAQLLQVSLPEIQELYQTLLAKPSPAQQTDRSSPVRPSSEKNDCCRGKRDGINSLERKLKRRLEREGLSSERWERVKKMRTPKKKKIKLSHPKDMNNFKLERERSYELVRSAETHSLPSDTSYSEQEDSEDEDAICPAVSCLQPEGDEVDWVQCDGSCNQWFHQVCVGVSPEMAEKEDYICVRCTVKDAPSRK
#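 Coupled FDH/NAD⁺ fluorescence readout. KDM5BΔAP 200 nM final; compound titration, 10 min RT preincubation; substrate mix 12.5 µM H3K4me3, 25 µM 2-OG, 50 µM Fe(II), 100 µM ascorbate, 0.25 mM NAD⁺, 0.25 U/mL FDH; ΔRFU over 30 min.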
# * hit, by the source's call; ? = inconclusive; & = joins results of further samples; [ ] = remark or other dose. Potency is read from the fitted curve at half-maximal effect. These rows are one share of the data. The share of hits here may be higher or lower than overall.
Structure | KDM5B inhibitor
O=C1NC2(CCN(C(=O)c3ccccc3)CC2)COc2ccccc21 | 15.5%
COc1cccc(C(=O)N2CCC3(CC2)SCC(=O)N3c2ccc(F)cc2)c1 | -18.6%
COC(=O)/C(C#N)=C\c1ccc(OCc2ccccc2Cl)c(OC)c1 | -7.0%
Cc1ccccc1C1CCCN1C(=O)c1cc(-c2cccs2)on1 (stereo unspecified) | -0.5%
COc1ccccc1NC(=O)C1=C(C)Nc2nc(SCc3ccccc3Cl)nn2C1c1ccncc1 (stereo unspecified) | -14.4%
COc1cccc(CC(=O)N2CCC3(CC2)CC(N(C2CC2)S(C)(=O)=O)CCO3)c1 (stereo unspecified) | -21.1%
COc1ccc(C(=O)N[C@@H]2CCC[C@@H]2C(=O)NCCCc2ccccc2)cn1 | 2.7%
CNc1ccc(-c2noc([C@@H]3CCCN3Cc3ccccn3)n2)cn1 | ?
COc1ccc(C(C)NC(=O)c2noc(-c3ccccc3F)n2)cc1OC (stereo unspecified) | -2.5%
CC(=O)N1CCC2(CC1)OC(=O)C(C)=C2C(=O)NCCN1CCOCC1 | -11.6%
Cc1ccc(C2C3=C(CCCC3=O)Nc3[nH]n(-c4ccccc4)c(=O)c32)cc1 (stereo unspecified) | ?
O=C(C1CCOCC1)N1CCC2(CC1)CC(N(Cc1ccccc1)C1CC1)CCO2 (stereo unspecified) | -10.1%
CC(C)NC(=O)c1nn(-c2ccccc2)nc1CO | ?
CCCCn1c(CN(C)Cc2[nH]c3ccccc3c2C)cnc1S(=O)(=O)CC | 1.8%
COCCN(Cc1ccc(C)cc1)Cc1cc(=O)n2c3c(sc2n1)CCCC3 | ?
CCC(C)NS(=O)(=O)c1ccc(N2CCCCS2(=O)=O)cc1 (stereo unspecified) | -9.3%
O=C(C1CCN(S(=O)(=O)c2ccccc2)CC1)N1CCN(c2ccccc2F)CC1 | 9.2%
CC(C)(C)NS(=O)(=O)c1ccccc1-c1ccc(Cn2ccnc2)cn1 | 25.9%
CCn1cc(CN2CCN(Cc3ccccc3)CC2)ccc1=O | ?
CCCC1Cc2c(sc3nc(SCc4ccccc4)nc(N)c23)CO1 (stereo unspecified) | 18.8%
CCC(C)[C@H](NC(=O)NCc1ccc(S(N)(=O)=O)cc1)C(=O)O (stereo partly specified) | 19.9%
CC1CCC(C(C)C)C(OC(=O)Cn2nnc3c(cnn3-c3ccccc3)c2=O)C1 (stereo unspecified) | ?
CC(C)N1C[C@H](O)C[C@H]1c1nc(-c2ccc(F)cc2)no1 | -14.3%[115 µM]
COc1cccc(C(=O)N2CCC3(CC2)NC(=O)N(Cc2ccccc2)C3=O)c1OC | -4.5%
CCc1cc(C(=O)Nc2cnn(Cc3ccccc3C)c2)no1 | -10.2%
CCN(C(=O)c1cc2c(=O)[nH]c3ccc(C)cc3c2s1)c1ccccc1F | ?
CC(C)N(CC(N)=O)c1ccc(S(=O)(=O)N2CCCC2)cn1 | -21.6%
Cc1ccccc1CNC(=O)CCCn1ncn2c(cc3occc32)c1=O | 6.4%
Cc1c(-c2ccccc2)c(=O)oc2c(CN3CCN(C)CC3)c(O)ccc12 | ?
O=c1cc(-c2cnccn2)oc2c(Nc3ccccn3)nccc12 | 39.8µM*
O=C(O)c1ccc(S(=O)(=O)Nc2cc(F)ccc2OCC(F)(F)F)cc1 | -8.4%
Cc1cc(S(=O)(=O)Nc2ccc(C(F)(F)F)cc2)sc1C(=O)O | 16.0%
CC1=C[C@@H](CNCCN2CCOCC2)[C@H](C(C)C)C[C@H]1Cc1nnc(-c2ccccc2)o1 | -21.2%
O=C(CN1CCN(c2nccc(-c3cccnc3)n2)CC1)N1CCOCC1 | ?
CN(C)C(=O)c1ccc(NC(=O)c2ccc(C#N)cc2)cc1 | -19.0%
CC(NC(=O)c1ccc(Cn2ccn3nc4c(c3c2=O)CCCC4)cc1)c1ccccc1 (stereo unspecified) | ?
CCCc1cc(=O)oc2cc(OC(C)C(=O)NCc3ccncc3)ccc12 (stereo unspecified) | 128.5%[activator]
COc1ccc(C(=O)COC(=O)c2cc(Cl)ccc2Cl)c(OC)c1 | -9.2%
Cc1cc(=O)n(CC(=O)N[C@H](c2ccccn2)C2CC(O)C2)nc1C (stereo partly specified) | -5.3%
COC(=O)CNC(=O)C1CN(S(=O)(=O)c2cccs2)CC12CCCCC2 (stereo unspecified) | 30.8%
CC(=O)N(C)c1ccc(NC(=O)Cn2c(C)cc3ccccc32)cc1 | -6.4%
O=C(CSc1nnc2ccc(-c3ccco3)nn12)NC1CCCCC1 | 3.6%
COCC1CN(C)CC12CCN(Cc1cccc(OC)c1OC)CC2 (stereo unspecified) | ?
COCCc1noc([C@@H]2CC(F)(F)CN2C(=O)CCn2cccn2)n1 | 17.2%
COc1ccc(C(=O)NC2CCN(c3cc(-c4cccs4)[nH]n3)C2)cc1OC (stereo unspecified) | 11.2µM*
COc1ccc(Cn2c(=O)c3oc4ccccc4c3n(Cc3cccc(C)c3)c2=O)cc1 | -18.0%
Nc1c(C(=O)Nc2ccccc2)c2nc3ccccc3nc2n1CCCN1CCOCC1 | ?
Cc1cn2nc(C(=O)NC3CCCC3)cc2c(N2CCSCC2)n1 | 28.2µM*
N#Cc1ccc(S(=O)(=O)Nc2c(NCC3CCCCC3)c3ccccc3oc2=O)cc1 | -11.6%
COc1ccccc1CCC(=O)N1CC[C@@H]2CN(S(C)(=O)=O)[C@@H]2C1 | 10.4%
COc1cccc2c1c(NC(=O)c1cc(C)on1)nn2C | 13.6%
O=C(c1cc(-c2ccc(Cl)cc2)on1)N(Cc1cccc(F)c1)Cc1ccco1 | ?
Nc1nc(SCc2noc(-c3ccccc3)n2)n[nH]1 | 4.6%
CCOc1ccccc1NC(=O)Nc1cccc(S(N)(=O)=O)c1 | -4.9%
CCNC(=O)[C@@H]1CCCN1[C@@H](C(=O)NC)c1ccccc1 | 4.7%[86.2 µM]
O=C(Cn1nc2c(cc1=O)CCCC2)Nc1ccc(Cn2cncn2)cc1 | -18.9%
C[C@H](O)c1onc(-c2ccc(F)cc2)c1C(=O)N1CCCCC1 | 29.8%[86.2 µM]
CCNc1nc(NCC)nc(Oc2ccc(C(=O)OCC)cc2)n1 | 14.2%
COc1ccc(-c2nc(C)nc3c2CCN(CC2CC2)CC3)cc1 | 39.8µM*
O=C1Nc2ccccc2C2(CCN(C(=O)c3ccccc3)C2)O1 (stereo unspecified) | -27.1%[86.2 µM]

# The list continues.
Structure | KDM5B inhibitor
CCOC(=O)C1(Cc2ccccc2F)CCCN(C(=O)c2ccc3ncccc3c2)C1 (stereo unspecified) | -21.2%
CCOc1ccccc1NC(=O)C1CCN(S(=O)(=O)c2ccc(Br)cc2)CC1 | 12.2%
Cc1ccccc1C(=O)N1CCC(N2CC3CCCN3C2=O)CC1 (stereo unspecified) | -3.8%[86.2 µM]
O=C(c1ccccc1)N1CCCC(c2nn(-c3ccc(F)cc3)c(=O)[nH]2)C1 (stereo unspecified) | -5.3%
O=c1c2cc(-c3cccs3)nn2ccn1CC(O)c1ccc(F)cc1 (stereo unspecified) | 15.8µM*
CC1=C(C(=O)N2CCOCC2)C(c2ccc(F)cc2F)NC(=O)N1Cc1ccccc1 (stereo unspecified) | 20.7%
CCC1(C(=O)Nc2ccc(C)c(F)c2)CCCCC(=O)N1 (stereo unspecified) | -19.9%
O=C(/C=C/c1ccccc1)c1ccccc1-n1cccn1 | -2.1%
CCOc1ccccc1NC(=O)Cn1nc2n(c1=O)CCCCC2 | 8.8%
COc1ccccc1C(=O)Nc1c(C(=O)Nc2ccccc2F)oc2ccccc12 | ?
Cc1cccc(NC(=O)c2c(NC(=O)c3ccco3)sc3c2CCC(C)C3)c1 (stereo unspecified) | 26.4%
O=C1c2ccc(-c3nc4ccccc4o3)cc2C(=O)N1Cc1cccnc1 | 3.9%
CC(=O)N1CCN(C(=O)c2nc(-c3ccccc3)cs2)CC(O)C1 (stereo unspecified) | ?
Cn1c(=O)c2c(nc(Nc3cc(Cl)ccc3Cl)n2CC(=O)O)n(C)c1=O | -2.3%
O=C(O)/C(=C/C=C\c1ccccc1)NC(=O)c1ccc(Br)o1 | -18.0%
COc1ccc(/C=N/NC(=O)c2ccc(Br)cc2)cc1CN1CCOCC1 | 0.0%
COc1ccccc1Oc1coc2cc(OCc3ccccc3C)ccc2c1=O | 0.7%
Cc1ccc2nc(NCc3ccc(F)cc3)c(-n3nc(C)cc3C)nc2c1 | ?
COc1ccccc1Nc1c2c(nc3ccc(NC(=O)c4cccc(F)c4)cc13)CCCC2 | ?
Cc1cccc(NC(=O)C2CC(=O)Nc3ncnn32)c1 (stereo unspecified) | -12.8%
O=C(CC1NCCNC1=O)Nc1cccc(F)c1 (stereo unspecified) | 9.9%
COc1ccc(CCNC(=O)c2cc(=O)c3cc(C)ccc3o2)cc1 | 19.7%
O=C(Nc1cccc(F)c1)C1CCN(C(=O)N2CC3CC(C2)[C@H]2CCCC(=O)N2C3)CC1 (stereo partly specified) | 11.3%
O=C(CC1C(=O)N(CCc2ccccc2)c2nc3ccccc3n21)Nc1ccc(F)c(F)c1 (stereo unspecified) | -14.1%
Cc1ccc(-c2ccc(/C=C/C(=O)c3ccco3)o2)cc1 | -28.6%
FC(F)(F)c1ccc(CN2CCCC3(CC(c4cccnc4)=NO3)C2)cc1 (stereo unspecified) | 12.1%[115 µM]
COc1cccc(NC(=O)CN(C)CC(=O)N(C)C2(C#N)CCC(C)CC2)c1 (stereo unspecified) | 4.7%
N#C/C(=C/c1ccc(F)cc1)C(=O)c1c[nH]c2cc(F)ccc12 | 15.7%
CSc1cccc(NC(=O)N2CCN(S(=O)(=O)c3ccc4c(ccn4C)c3)CC2)c1 | ?
O=C(Nc1ccon1)c1sc2cccc(F)c2c1Cl | 2.3%

# Records listed above marked active in KDM5B inhibitor.
Structure | KDM5B inhibitor
O=c1cc(-c2cnccn2)oc2c(Nc3ccccn3)nccc12 | 39.8µM*
COc1ccc(C(=O)NC2CCN(c3cc(-c4cccs4)[nH]n3)C2)cc1OC (stereo unspecified) | 11.2µM*
Cc1cn2nc(C(=O)NC3CCCC3)cc2c(N2CCSCC2)n1 | 28.2µM*
COc1ccc(-c2nc(C)nc3c2CCN(CC2CC2)CC3)cc1 | 39.8µM*
O=c1c2cc(-c3cccs3)nn2ccn1CC(O)c1ccc(F)cc1 (stereo unspecified) | 15.8µM*

# More records follow:
Structure | KDM5B inhibitor
CCCCN(C)C(=O)C1CCN(S(=O)(=O)c2c(C)noc2/C=C/c2ccccc2F)CC1 | ?
CCOc1ccc(NS(=O)(=O)c2ccc3[nH]cc(C(=O)NCc4ccccc4)c(=O)c3c2)cc1 | ?
CC(C)c1ccc(N2CC(C(=O)N(C)CCc3cnn(C)c3)CC2=O)cc1 (stereo unspecified) | 10.4%
CCOc1ccc2nc(N3CCCC(C(=O)NCCCOC)C3)sc2c1 (stereo unspecified) | -7.2%
Cc1occc1-c1nnc(SCC(=O)c2c(N)n(C3CC3)c(=O)[nH]c2=O)n1C | -10.9%
Cc1cc(C)n2nc(C(=O)OCC(=O)NCc3ccc(F)cc3)nc2n1 | 2.6%
CC(Sc1n[nH]c(-c2cccs2)n1)C(=O)Nc1cc(C(F)(F)F)ccc1Cl (stereo unspecified) | -4.2%
Cc1ccc(NC(=O)CCc2ncc(-c3ccc(C)c(C)c3)o2)c(O)c1 | -10.1%
O=C(NCCc1ccccc1)c1cc(-c2ccc(Br)cc2)on1 | -7.5%
O=S(=O)(c1ccc(F)cc1)N1CCC(Oc2cccc(C(F)(F)F)c2)CC1 | -28.9%
COc1ccccc1C(=O)N1CCN(C(=O)Cc2ccccc2)CC1 | -6.0%
COC(=O)c1ccc(NC(=O)c2cc(-c3ccncc3)nc3ccccc23)cc1 | -5.3%
CC(C)C[C@@H]1N[C@H](C(=O)N2CCC(NC(=O)c3ccccc3)CC2)Cc2c[nH]c3cccc1c23 | -21.4%
COc1ccc(-c2nnc(SC(C(=O)N3CCOCC3)c3ccccc3)n2C2CCCCC2)cc1 (stereo unspecified) | 8.7%
Cc1cccc(Nc2nnc(-c3ccc(C)c(S(=O)(=O)N4CCOCC4)c3)c3ccccc23)c1 | ?
O=[N+]([O-])c1cccc(-c2noc([C@@H]3Cc4nc[nH]c4CN3Cc3cccs3)n2)c1 | ?
CN(Cc1cnn(C)c1)C(=O)c1csc2nc(-c3ccc(C(F)(F)F)cc3)cn12 | -28.8%
O=C(c1[nH]ncc1-c1ccc(Cl)cc1)C1CO1 (stereo unspecified) | 34.0%
CCNC(=O)NC[C@@H]1C=C(C)[C@H](CC(=O)NCc2ccc(F)cc2)C[C@H]1C(C)C | ?
CNC(=O)CCn1ncc2cc(OCc3ccccc3-c3ccc(F)cc3OC)ccc21 | ?
O=C(O)CCCNc1cc(N2CCN(C(=O)c3ccco3)CC2)c2noc3c2c1C(=O)c1ccccc1-3 | ?
Cc1ccccc1C(=O)Nc1sc2c(c1C(=O)N1CCC(C)CC1)CCC(C)C2 (stereo unspecified) | 9.6%
N#Cc1nc(/C=C/c2ccc(F)cc2)oc1N1CCN(c2ccccc2)CC1 | -1.8%&-74.6%
COCC1CN(C(=O)CCCc2ccccc2)CC12CCNCC2 (stereo unspecified) | ?
CN(C)[C@@H]1CN(Cc2ccc3[nH]ccc3c2)CC[C@@H]1CNC(=O)C1CC1 | -13.1%
COCCc1noc([C@@H]2CC(F)(F)CN2C(=O)c2ccccc2F)n1 | -5.2%

# Screening results deposited in PubChem BioAssay by National Center for Advancing Translational Sciences (NCATS).
